# High-throughput results from PubChem BioAssay.
# Mm-Cpn inhibitor: inhibitors of Methanococcus maripaludis chaperonin (MmCpn); purified Mm-Cpn ATPase, ADP Transcreener TR-FRET; Potency, µM (top dose mostly 76.9 µM), for the others: at the highest dose activity, negative = inhibition, actives largely listed as inhibitors; 330,000 compounds, 0.031% hits; AID 504842; note: potency is the fitted concentration of half-maximal effect; % is set by controls: 0 for no effect and ±100 for the full control effect; nearly all actives have a fitted effect of over 80% in size
#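 TR-FRET (320 nm excitation; 590 and 665 nm emission) reports ADP made from 10 uM ATP by 25 nM enzyme; compounds were preincubated 10 min, reaction run 30 min, both at 37°C.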
# TGFb SMAD3 inh: inhibitors of TGF-b signaling; HepG2 CAGA-GFP TGF-b/SMAD3 reporter, GFP fluorescence, 18 h; TGF-beta stimulated, 500 pg/mL final; Potency, µM (doses to about 46.1 µM), inactives show at the top dose activity, negative = inhibition, actives largely listed as inhibitors; AID 588855; 410,000 compounds, 1.2% hits; note: potency is the fitted concentration of half-maximal effect; % is set by controls: 0 for no effect and ±100 for the full control effect; nearly all actives have a fitted effect of over 65% in size
#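 Using HEPG2 CAGA-GFP reporter cells at 1000 cells/well, we pinned test compounds, stimulated with recombinant TGF-beta (500 pg/mL final) and measured total well GFP after 18 h.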
# A549 tox: A549 cytotoxicity, counter-screen for Nrf2 inhibitors. A549 ARE-Fluc cells, CellTiter-Fluor viability, 18-24 h. Potency, µM (titrated, usually from 46 µM), without a hit: at the highest dose activity change, negative = cytotoxicity, hits mostly inhibitors. 390,000 compounds, 0.16% hits; note: potency is the fitted concentration of half-maximal effect; % is set by controls: 0 for no effect and ±100 for the full control effect
#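 A549 ARE-Fluc cells in 5% FBS OPTI-MEM, 5000 cells/well, rested 2 h then exposed to compounds in concentration-response for 18-24 h at 37 °C. Viability by CellTiter-Fluor fluorescence (Ex 405/Em 525) after 30 min; luciferase luminescence (BugLite, 15 min, RT) read afterwards.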
# Abeta yeast res: A-beta toxicity reversal in yeast; AID 1347071; Potency, µM (titrated, usually from 46.1 µM), for the others: at the top dose growth rescue, usual class: activators; 410,000 compounds, 0.063% hits; yeast expressing A-beta42, growth rescue, OD600, 48 h; response scale: 0% DMSO, 100% iron-clioquinol control; note: potency is the fitted concentration of half-maximal effect; nearly all actives have a fitted effect of over 55% in size
#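 Yeast A-beta toxicity model in growth medium with pinned compounds, 48 h at 30 C; growth read as absorbance at 600 nm. Normalized to FeCl3/clioquinol equimolar mix (positive) and DMSO (negative).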
# Nrf2 block: blocks Nrf2 signaling. Potency, µM (highest dose often 46 µM), for the others: at the highest dose activity change, negative = inhibition, usual class: inhibitors. 360,000 compounds, 2.1% hits. A549 ARE-Fluc reporter, luciferase luminescence, 18-24 h; note: potency is the fitted concentration of half-maximal effect; % is set by controls: 0 for no effect and ±100 for the full control effect; nearly all actives have a fitted effect of over 60% in size
#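 Cells were seeded and rested 2 h, then exposed to compounds for 18-24 h. CellTiter-Fluor was read first as a viability measure. BugLite was added 15 min before the final luminescent read of ARE-luciferase activity in A549 cells.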
# Nrf2 activator: activates Nrf2 signaling; AREc32 ARE-luciferase reporter (MCF7-derived line), luminescence, 24 h; Potency, µM (titrated, usually from 46.1 µM), without a hit: at the top dose activation, actives largely listed as activators; 410,000 compounds, 0.31% hits; AID 624171; note: potency is the fitted concentration of half-maximal effect; % of control where 0% means no effect; nearly all actives have a fitted effect of over 65% in size
#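 Luminescent ARE reporter assay in AREc32_Fluc cells: overnight plating at 37 deg C, 24 hr compound incubation, Steady-Glo added, 30 min RT before reading.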
# pAkt inh: inhibitors of Akt phosphorylation | Neuro2A IGF-stimulated pAkt S473 HTRF, 20 min; hits give low values | activity change, % for hits at 50 µM | 360,000 compounds, 0.32% hits | AID 651550; in the data active = activity change below about -80%; inconclusive = mostly about -51% to -80%; note: % is set by controls: 0 for no effect and ±100 for the full control effect
#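 Single-point screen (50 µM final compound) in Neuro2A cells stimulated 20 min with 6 nM IGF at 37 deg C. After lysis, Ser473-phosphorylated Akt read by HTRF (ex 330 nm, em 615/665 nm) as the 665/615 ratio.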
# HepG2 viability: kills HepG2 cells in TGF-b inhibitor counter-screen. Potency, µM (series often up to 46.1 µM), for the others: at the highest dose activity change, negative = cytotoxicity, hits mostly cytotoxic. 410,000 compounds, 0.76% hits. AID 588856. HepG2 CAGA-GFP viability, ATP luminescence, 18 h; note: potency is the fitted concentration of half-maximal effect; some results filed as inactive show a strong effect at the top dose
#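 CellTiter-Glo luminescence gave cytotoxicity after 18 hours at 37 degrees C. The cells were HepG2 CAGA-GFP in 1% FBS DMEM, stimulated with 500 pg/mL TGF-beta after compound addition. %Activity was normalised to no-cell wells (complete cell-killing) and DMSO (no toxicity), and curves were fitted and classified.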
# CCT modulator: modulators of cytosolic chaperonin (CCT/TRiC) activity | purified chaperonin ATPase assay, HTRF ADP detection, 30 min | activity change, % (no concentration beside the values), hits read low | 360,000 compounds, 0.3% hits | AID 651819; in the data active = activity change below about -30%; note: % is set by controls: 0 for no effect and ±100 for the full control effect
#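 TRiC at 40 or 20 nM final (batch-dependent) in 30 mM Tris pH 7.4, 100 mM KCl, 5 mM MgCl2, 1 mM DTT, with compound at single 76 uM and 10 uM ATP, 30 min at 37 deg C. ADP detected by HTRF Transcreener, 665/615 ratio.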
# An asterisk follows results filed as active; i = inactive; ? = inconclusive; · = no result given; & = joins results of further samples; [ ] = dose if it differs, or a comment. Unless noted, calls come from the whole dose curve; as a rule, active = well fitted curve in the direction sought with a large enough effect; inconclusive = small, poorly fitted or top-dose-only effect, or another doubt; inactive = no such curve, though single readings can be large; an effect the other way counts as inactive or inconclusive.
SMILES,Mm-Cpn inhibitor,TGFb SMAD3 inh,A549 tox,Abeta yeast res,Nrf2 block,Nrf2 activator,pAkt inh,HepG2 viability,CCT modulator
Cc1c(C(=O)N2CCN(c3ccc(C(F)(F)F)cn3)CC2)oc2ccccc12,0%,2%,-2%,?,?,0.1%,i,-41%,-1.0
c1ccc(N2CC3CCc4ccccc4C3=N2)cc1 (stereo not given),0%,0%,23%,12%,?,?,i,-27%,0.8
COc1ccc(Cn2c(-c3ccccc3C)nc3c(c(=O)c4ccccc4n3C)c2=O)cc1,·,?,0%,6%,0%,0.4%,i,-18%,2.0
O=c1cc(-c2ccccc2)c2cc3c(cc2[nH]1)OCCO3,-1%,-5%,2%,6%,4%,-0.2%,i,-9%,-4.1
CC(NC(=O)C(=O)N/N=C/c1ccccc1)c1ccccc1 (stereo not given),0%,6%,0%,4%,0%,0.3%,i,4%,1.6
Cc1occc1C(=O)N1CCN(C(c2ccccc2)c2ccccc2)CC1,1%,-24%,5%,-18%,-1%,-0.2%,·,-3%,1.0
COc1cc(NS(=O)(=O)c2ccc(NC(=S)NC(C)=O)cc2)nc(OC)n1,·,-1%,8%,-9%,-18%,0.1%,i,27%,-6.8
Cc1oc2ccc(O)c(CN3CCOCC3)c2c1C(C)O (stereo not given),-1%,-3%,3%,-8%,-2%,-0.5%,i,-5%,-1.4
COCCCNC(=O)c1ccc(NS(C)(=O)=O)cc1,·,25%,-1%,-1%[9.22 µM],·,3.0%,i,20%,1.8
COc1ccc(OC)c(NC(=O)Cn2nc(C)c3ccccc3c2=O)c1,-2%,2%,0%,10%,-24%,0.6%,i,-14%,1.3
CC(C)[C@H](NC(=O)c1ccc(Cl)c([N+](=O)[O-])c1)C(=O)O,1%,17%,7%,11%,13%,0.2%,i,7%,0.1
COc1ccc(Cl)cc1NC(=O)C(C)N1CCN(c2ccccn2)CC1 (stereo not given),0%,-18%,-14%,3%,?,-0.5%,i,-15%,-1.6
Cc1ccc2nc3c(c(C(=O)OCC(=O)NC4CCS(=O)(=O)C4)c2c1)CCCC3 (stereo not given),0%,5%,-1%,-11%,12%,0.3%,i,-1%,-2.2
COc1ccc(-c2c(-c3cc(OC)cc(OC)c3)n(C)c3ccc(-c4ccc(S(N)(=O)=O)cc4)cc23)cc1,-9%,-30%,6%,-19%,?,-3.3%,i,-23%,-1.1
O=C(Nc1ccccc1C(=O)NC(Cc1ccccc1)C(=O)NC1CCCCCC1)c1ccccc1 (stereo not given),-7%,7%,1%,14%,-21%,2.1%,i,4%,0.8
Cc1ccc(S(=O)(=O)NC2=C(N3CCN(c4ccccc4F)CC3)C(=O)c3ccccc3C2=O)cc1,1%,-22%&-8%,0%&-19%,2%&-5%,12%&-38%,2.8%&3.3%,i,9%&-7%,-3.7&-2.4
COc1cc2c(cc1OC)CN(C(=O)Cc1c(F)cccc1Cl)CC2,-2%,-3%,-3%,-10%,-6%,0.0%,i,-2%,-7.8
Cc1ccc(NC(=O)c2cncc(Br)c2)c([N+](=O)[O-])c1,0%,-2%,4%,19%,?,1.7%,i,-34%,-1.7
CCOC(=O)N1CCN(C(=O)c2ccc(S(=O)(=O)NCc3ccco3)cc2)CC1,0%,12%,-1%,-7%,1%,-0.3%,i,2%,1.2
O=C(NCc1ccccc1)c1ccc2c(c1)OCCO2,1%,-20%,-5%,19%,?,-0.3%,i,-9%,-2.0
CCOc1ccc2oc(=O)cc(CN3CCN(c4ccccc4)CC3)c2c1,·,-71%,5%,-4%,?,-0.5%,·,-23%,·
Cc1ccc(CNC(=O)Nc2ccc(OC(F)(F)F)cc2)n1C,-1%,-12%,8%,-24%,-3%,2.1%,i,0%,-3.1
CC(C(=O)Nc1ccccc1C(=O)N1CCOCC1)N(c1ccc(Cl)cc1)S(C)(=O)=O (stereo not given),-1%,14%,5%,-11%,-15%,-0.8%,i,2%,0.3
Cc1csc(NC(=O)CSC2=NS(=O)(=O)c3cc(F)ccc3N2)n1,-1%,11%,9%,14%,-4%,0.2%,i,-11%,-1.3
NS(=O)(=O)c1cccc(NC(=O)COC(=O)CCSc2ccccc2)c1,0%,-3%,3%,-17%,-7%,-1.9%,i,20%,-2.7

# Only pAkt inh and TGFb SMAD3 inh (5 entries from above):
compound	pAkt inh	TGFb SMAD3 inh
Cc1csc(NC(=O)CSC2=NS(=O)(=O)c3cc(F)ccc3N2)n1	i	11%
COc1ccc(Cn2c(-c3ccccc3C)nc3c(c(=O)c4ccccc4n3C)c2=O)cc1	i	?
COCCCNC(=O)c1ccc(NS(C)(=O)=O)cc1	i	25%
COc1cc(NS(=O)(=O)c2ccc(NC(=S)NC(C)=O)cc2)nc(OC)n1	i	-1%
O=c1cc(-c2ccccc2)c2cc3c(cc2[nH]1)OCCO3	i	-5%

# Some of these compounds in order of the Mm-Cpn inhibitor value, low to high:
Molecule | Mm-Cpn inhibitor
O=C(Nc1ccccc1C(=O)NC(Cc1ccccc1)C(=O)NC1CCCCCC1)c1ccccc1 (stereo not given) | -7%
COc1ccc(Cl)cc1NC(=O)C(C)N1CCN(c2ccccn2)CC1 (stereo not given) | 0%
O=C(NCc1ccccc1)c1ccc2c(c1)OCCO2 | 1%

# Next section:
SMILES,Mm-Cpn inhibitor,TGFb SMAD3 inh,A549 tox,Abeta yeast res,Nrf2 block,Nrf2 activator,pAkt inh,HepG2 viability,CCT modulator
CCCS(=O)(=O)NC(=O)C1(C)CCCN(C(=O)c2cc(F)cc(F)c2)C1 (stereo not given),·,1%,·,7%,·,0.1%[9.22 µM],i,2%,-1.9
CCC1(c2ccccc2)NC(=S)N(c2cccc(C)c2C)N1 (stereo not given),-3%,20%,-3%,17%,1%,0.3%,i,-7%,-0.5
CCN(C(=O)CN1CCN(S(=O)(=O)c2ccccc2C(F)(F)F)CC1)c1c(N)n(Cc2ccccc2)c(=O)[nH]c1=O,3%,12%,-8%,22%,6%,0.1%,i,-2%,-5.4
COc1ccc(Cc2nc3ccc(C(=O)NCCc4ccncc4)cc3o2)cc1OC,2%,-2%,8%,-1%,1%,0.7%,i,-1%,-0.5
Cc1ccc(Cl)cc1NC(=O)c1oc2ccc(S(=O)(=O)N(C)C3CCCCC3)cc2c1C,·,-10%,11%,-1%,·,-1.0%,·,1%,·
CN(C)c1nc(Oc2ccc(=O)[nH]n2)nc(N2CCCCC2)n1,·,-3%,-2%,3%,6%,0.3%,i,9%,0.1
Cc1ccc(S(=O)(=O)N(Cc2cc3ccccc3[nH]c2=O)CC2CCCO2)cc1 (stereo not given),-3%,-19%,0%,-12%,-12%,-0.1%,i,-5%,1.4
O=C(c1ccc(Cl)cc1)c1ccc(Oc2cc(NN3CCCCC3)c([N+](=O)[O-])cc2[N+](=O)[O-])cc1,-1%,6%,-2%,-41%[inhibitor],12%,-0.9%,i,13%,0.2
Cc1c(N2C(=O)c3ccc(Br)cc3C2=O)c(=O)n(-c2ccccc2)n1C,-1%,9%,-3%,19%,14%,0.0%,i,-14%,0.1
Cc1ccc(C)c(OCC(=O)O/N=C(\N)c2cccc([N+](=O)[O-])c2)c1,?,2%,17%,-14%,2%,0.0%,i,-6%,1.0
CSc1ncc(Sc2ccccc2)c(C(=O)O)n1,·,-3%,1%,1%,1%,2.8%,i,5%,0.2
COC(=O)CC(NC(=O)c1ccc(C)cc1)c1ccccc1 (stereo not given),0%,0%,3%,29%,-2%,0.2%,i,3%,3.3
COc1ccc(NC(=O)N(C)C[C@H]2Oc3ccc(NC(=O)C4CC4)cc3C(=O)N([C@H](C)CO)C[C@@H]2C)cc1,1%,-1%,2%,5%,7%,-0.5%,i,-5%,0.2
Cn1cc([N+](=O)[O-])c(C(=O)Nc2nccs2)n1,1%,?,5%,-2%,-26%,-0.2%,i,-95%,-0.1
COC(=O)c1ccccc1NC(=O)c1ccc2c(c1)CC(C)O2 (stereo not given),0%,-10%,-7%,-29%,?,4.9%,i,3%,0.6
Cc1c(CC(=O)O)c(=O)oc2c(C)c(OCc3c(F)cccc3Cl)ccc12,-1%,-1%,0%,-1%,-10%,-0.1%,i,2%,-0.8
CCCCOc1ccc(C(=O)OCC(=O)N2CCOCC2)cc1,-1%,-6%,8%,-32%,?,-0.3%,i,-7%,-0.7
CCOC(=O)c1cccc(NC(=O)CCn2nc(C)c3c(C)n(-c4ccccc4)nc3c2=O)c1,·,-8%,8%,-17%,-9%,0.1%,·,-18%,·
COC(=O)N/N=C/c1cn(Cc2ccc(F)cc2)c2ccccc12,3%,5µM*,-1%,1%,?,3.8%,i,-53%,-1.2
COC(=O)C1=C(C)C(c2cccs2)NC(=O)N1C (stereo not given),-7%,34%[activator],-1%,6%,·,0.1%,i,-2%,-1.4
CCC(CC)COC(=O)C1=C(C)NC(=O)NC1c1cccc([N+](=O)[O-])c1 (stereo not given),-2%,?,0%,-8%,?,5.2%,i,-46%,0.1
Cc1ccc(C2SCC(=O)N2Cc2cn3ccsc3n2)o1 (stereo not given),-1%,-12%,-2%,12%,13%,0.0%,i,13%,0.5
Cc1ccc(S(=O)(=O)NCCN2CCOCC2)cc1C,2%,1%,-7%[1.84 µM],18%,0%,0.1%,i,-4%,-1.0
CC1CCCCC1NC(=O)CSc1nnc(COc2ccc(Cl)cc2)o1 (stereo not given),0%,4%,-1%,2%,2%,-0.6%,i,-7%,0.0
COC(=O)CCC/C=C1/SCC(NC(=O)c2ccccc2)C1=O (stereo not given),-2%,?,2%,4%,-4%,4.4%,i,-1%,-1.8
